Compound activity deposited in PubChem BioAssay by several laboratories.
M. tuberculosis GlmU – inhibition of mycobacterial GlmU enzyme – biochemical, glucosamine-1-phosphate acetyltransferase (AID 1376); Bifunctional protein GlmU (Mycobacterium tuberculosis (strain ATCC 25618 / H37Rv)); M. tuberculosis GlmU acetyltransferase enzyme assay; higher % means a stronger effect; one-dose inhibition, %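 (tested at 30 µM in the primary screen)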; IC50 in µM for titrated hits; 220,000 tested, 0.25% active; in the data active means inhibition above about 13%;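 further: 0% = complete reaction with vehicle and 100% = reaction without substrate; strong numbers were not always called active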
RmlCD inh 1536 – M. tuberculosis RmlC/RmlD coupled enzyme inhibitors, primary screen, biochemical, compound mixtures, 384-well, from 1536-well plates; AID 1533, 2009; RmlC+RmlD coupled enzyme assay, percent inhibition; primary screen in compound mixtures; dTDP-4-dehydrorhamnose reductase (Mycobacterium tuberculosis (strain ATCC 25618 / H37Rv)) …; 160,000 tested, 0.03% active; inhibition, % at 3.6 µM; in the data active means inhibition mostly above about 34%, no sharp cut-off; further: some results filed as inactive read as strong as hits
Target sequence (P9WH09 whole entry, looked up): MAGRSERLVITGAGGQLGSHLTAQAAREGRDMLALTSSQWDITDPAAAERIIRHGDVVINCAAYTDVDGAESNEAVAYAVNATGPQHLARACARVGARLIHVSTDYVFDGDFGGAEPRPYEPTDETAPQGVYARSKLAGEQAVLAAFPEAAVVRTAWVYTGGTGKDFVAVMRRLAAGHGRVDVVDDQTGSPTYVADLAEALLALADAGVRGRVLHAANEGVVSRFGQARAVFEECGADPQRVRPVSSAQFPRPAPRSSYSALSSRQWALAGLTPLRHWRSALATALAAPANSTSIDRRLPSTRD
Target sequence (P9WH11 whole entry, looked up): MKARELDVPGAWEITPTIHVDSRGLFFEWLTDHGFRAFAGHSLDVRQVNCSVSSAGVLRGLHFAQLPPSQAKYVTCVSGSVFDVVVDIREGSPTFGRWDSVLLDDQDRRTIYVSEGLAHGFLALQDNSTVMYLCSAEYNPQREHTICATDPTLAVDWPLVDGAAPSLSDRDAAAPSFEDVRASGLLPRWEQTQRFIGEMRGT
Starred values were filed as active, the others as inactive; / = not tested or not shown; & = joins results of further samples.

SMILES | M. tuberculosis GlmU | RmlCD inh 1536
O=C(O)c1ccc(N2C(=O)c3cccc4c(C(=O)O)ccc(c34)C2=O)cc1 | 99µM* | 4
Cn1nnc2cc(NC(=O)N3CC4(C)CC3CC(C)(C)C4)ccc21 (stereo unspecified) | -2.7% | /
O=C(O)c1nccnc1C(=O)NCCc1c[nH]c2ccccc12 | -3.1% | 4
Cc1ccc(C(=O)N/C(=C/c2cccc([N+](=O)[O-])c2)C(=O)NC(C)C)cc1 | -2.6% | 6
CCOC(=O)c1cn(CC(=O)Nc2ccccc2C(=O)OCC)nn1 | 5.8% | -1
CN1CCN(CC(=O)N2c3ccc(S(=O)(=O)NCCNC(=O)OC(C)(C)C)cc3C(=O)Nc3cccnc32)CC1 | -9.4% | /
c1ccc(-c2nc(-c3cccnc3)n[nH]2)cc1 | 6.6% | 7
Cc1ccccc1-n1cnnc1SCC(=O)N1CCN(c2ccccc2)CC1 | -1.2% | 2
CC(=O)OCC(=O)[C@@]1(O)CC[C@H]2[C@@H]3CCC4=CC(=O)C=C[C@]4(C)[C@H]3[C@@H](O)C[C@@]21C | -0.2% | /
C=CCNS(=O)(=O)c1cc(S(=O)(=O)NCC=C)c(OC)cc1OC | 2.9% | -7
CC(=O)Nc1ccc(C(=O)OCC(=O)Nc2ccc(N3CCOCC3)cc2)cc1 | -8.5% | 37
Cc1cc(C)c(S(=O)(=O)N2CCN(CCN3C(=O)c4cccc5cccc(c45)C3=O)CC2)cc1[N+](=O)[O-] | -2.3% | -3
O=C(O)CSc1nc2ccccc2[nH]1 | 0.4% | -3
COc1cccc(-n2c(=S)sc3c(=O)n(-c4ccccc4OC)c(=S)[nH]c32)c1 | 0.0% | 2
COc1ccc(NC(=S)Nc2ccc3nccnc3c2)cc1 | -2.3% | 66
NC(=O)C1CCN(CC(=O)Nc2cccc(C(=O)Nc3cccc(C(F)(F)F)c3)c2)CC1 | -5.7% | 15
COc1ccc(C(=O)COc2nc(C)cc(C)c2C#N)cc1 | 0.8% | -2
O=S(=O)(/C=C/c1ccccc1)n1cnc2ccccc21 | 2.9% | /
O=C(O)c1cc(NS(=O)(=O)c2ccc(N3CCCCC3)c([N+](=O)[O-])c2)cc(C(=O)O)c1 | -0.5% | 1
COc1ccc(N2CCN(C(=O)c3cn(C)c(=O)c4c3c3ccccc3n4C)CC2)cc1 | 0.4% | /
Cc1[nH]c2ccccc2c1/C=C(\C#N)S(=O)(=O)c1ccccc1 | 3.6% | 10
CCOC(=O)/C(C#N)=C1/C=C(C)c2ccccc2N1 | -2.8% | 9
CC(=O)Nc1cc(-c2ccc(Cl)cc2)nn1-c1ccccc1 | -0.4% | /
O=C(CSc1nccn1Cc1ccccc1)Nc1nccs1 | -2.8% | /
COc1cccc(-n2ccnc2SCC(=O)Nc2ccccc2F)c1 | -5.6% | -2
COCCn1nnnc1C(C(C)C)N1CCSCC1 (stereo unspecified) | 2.7% | -6
CCC(c1nnc(SCC(=O)Nc2cccnc2Cl)n1-c1ccccc1)N(C)C (stereo unspecified) | 4.1% | /
COc1ccc(N/C=C2\CCc3ccccc3C2=O)cc1 | -2.8% | 36
CN(C)S(=O)(=O)c1ccc(C(=O)NCCN2C(=O)S/C(=C\c3cccnc3)C2=O)cc1 | 0.9% | 1
CC1=NN(/C(=N\c2nnc(C)s2)Nc2ccc(C)cc2)[C@H](c2ccc(C)cc2)S1 | -4.1% | /
CCN(CC)c1ccc(S(=O)(=O)N2CCOCC2)cc1NC(=O)CSc1cccc[n+]1[O-] | 3.3% | 5
CCCCc1ccc(-c2nc(N)n[nH]2)cc1 | 7.4% | /
O=C(CSc1nnnn1C1CCCC1)c1ccc2c(c1)OCCO2 | -3.0% | 16
O=C(NC1CSCC1OC(=O)c1ccccc1)c1ccccc1 (stereo unspecified) | -0.8% | /
COC(=O)c1ccccc1NC(=O)N[C@@H](C)C(=O)OC | 0.4% | 19
CCCc1c(C(=O)OCC)[nH]c2c1C(=O)CCC2 | 3.8% | 14
S=C(NCC1CCCO1)N1CCN(Cc2ccccc2)CC1 (stereo unspecified) | 1.6% | -4
CC(C)(C)CC(=O)OCC(=O)Nc1cc(C(C)(C)C)nn1-c1ccccc1 | 0.8% | /
COCCNC(=O)CSc1nnc(-c2ccccc2)c(-c2ccccc2)n1 | -6.6% | 4
CCOCCOCCC(C(=O)OCC)P(=O)(c1ccccc1)c1ccccc1 (stereo unspecified) | 4.2% | 4
Cc1ccc(C)c(NC(=O)c2cc(-c3ccccc3)nn2-c2ccccc2)c1 | -1.9% | /
CCN1C(=O)C(CC(=O)Nc2ccc(OC)cc2)N(CCc2ccc(OC)cc2)C1=S (stereo unspecified) | 3.7% | 50
O=C(CCl)NCC1CCCO1 (stereo unspecified) | -1.7% | /
CCCC(=O)NC(Nc1ccc(S(=O)(=O)Nc2ncccn2)cc1)(C(=O)OCC)C(F)(F)F (stereo unspecified) | 1.3% | /
CCc1nc(N2CCCCC2C)c2oc3ccccc3c2n1 (stereo unspecified) | 3.8% | -5
FC(F)(F)C(F)(F)c1nnc2ccc(-n3ccnc3)nn12 | 1.3% | -7
O=C(NC(c1ccc(Cl)cc1)c1c(O)ccc2ccccc12)c1ccccc1 (stereo unspecified) | -2.5% | 11
CCc1c(C)[nH]c2nc3ccccc3n2c1=O | 3.0% | -9
CCc1nc(SCC(=O)NCCc2ccccc2)n[nH]1 | 2.7% | -3
Cc1c(C(=O)Nc2ccc(F)cc2)oc2ccc(S(=O)(=O)N3CC(C)CC(C)C3)cc12 (stereo unspecified) | -0.1% | -5
Later entries:
SMILES | M. tuberculosis GlmU | RmlCD inh 1536
COc1ccc(OCCC(=O)Nc2nccs2)cc1 | 2.1% | -12
Cc1ccc(NC(=S)Nc2cccc3cnccc23)cc1 | -0.3% | -2
CCn1ncc2c1C(=O)NC1c3ccccc3C(=O)N21 (stereo unspecified) | 4.7% | /
Cc1c(NC(=O)c2cc(=O)[nH]c3ccccc23)c(=O)n(-c2ccccc2)n1C | -2.1% | -7
Cc1ccc(NC(=S)N2CCCCC2)cc1C | -0.6% | 5
O=C(O)CC(CP(=O)(c1ccccc1)c1ccccc1)C(=O)O (stereo unspecified) | 0.0% | /
COc1ccc(C2=C(c3ccc([N+](=O)[O-])cc3)C(=O)OC2)cc1 | 2.9% | -5
Cc1ccc(Cl)cc1NC(=S)N(CCCN1CCN(C)CC1)Cc1cccs1 | -7.2% | -7
N#CC(C#N)=Cc1ccc(C=C(C#N)C#N)cc1 | 0.9% | /
O=C(CSc1nnc(NC2CCCCC2)s1)NN1C(=O)NC2(CCCCC2)C1=O | -8.7% | -8

15 compounds out of the list, arranged by molecular weight, descending:
SMILES | M. tuberculosis GlmU | RmlCD inh 1536
Cc1c(C(=O)Nc2ccc(F)cc2)oc2ccc(S(=O)(=O)N3CC(C)CC(C)C3)cc12 (stereo unspecified) | -0.1% | -5
CCN1C(=O)C(CC(=O)Nc2ccc(OC)cc2)N(CCc2ccc(OC)cc2)C1=S (stereo unspecified) | 3.7% | 50
O=C(CSc1nnc(NC2CCCCC2)s1)NN1C(=O)NC2(CCCCC2)C1=O | -8.7% | -8
O=C(NC(c1ccc(Cl)cc1)c1c(O)ccc2ccccc12)c1ccccc1 (stereo unspecified) | -2.5% | 11
COc1cccc(-n2ccnc2SCC(=O)Nc2ccccc2F)c1 | -5.6% | -2
O=C(CSc1nnnn1C1CCCC1)c1ccc2c(c1)OCCO2 | -3.0% | 16
O=C(O)CC(CP(=O)(c1ccccc1)c1ccccc1)C(=O)O (stereo unspecified) | 0.0% | /
O=C(CSc1nccn1Cc1ccccc1)Nc1nccs1 | -2.8% | /
Cn1nnc2cc(NC(=O)N3CC4(C)CC3CC(C)(C)C4)ccc21 (stereo unspecified) | -2.7% | /
S=C(NCC1CCCO1)N1CCN(Cc2ccccc2)CC1 (stereo unspecified) | 1.6% | -4
COc1ccc(NC(=S)Nc2ccc3nccnc3c2)cc1 | -2.3% | 66
COC(=O)c1ccccc1NC(=O)N[C@@H](C)C(=O)OC | 0.4% | 19
CCCc1c(C(=O)OCC)[nH]c2c1C(=O)CCC2 | 3.8% | 14
CCc1c(C)[nH]c2nc3ccccc3n2c1=O | 3.0% | -9
CCCCc1ccc(-c2nc(N)n[nH]2)cc1 | 7.4% | /

(cont.)
SMILES | M. tuberculosis GlmU | RmlCD inh 1536
COc1ccc(NC(=O)c2sccc2C)cn1 | -2.1% | -5
CCCN(CC1CCCO1)C(=O)CCc1nnc(-c2cc(C)on2)o1 (stereo unspecified) | 2.1% | /
COc1cccc(CNC(=O)CCC2CCCN(C(=O)c3ccc(OC)o3)C2)c1 (stereo unspecified) | -4.6% | -7
COc1ccc(C2COC(=O)C2=N)c(NC(=O)c2ccc(Cl)cc2)c1 (stereo unspecified) | -9.5% | /
COC(=O)c1ccc(NC(=O)CSc2nnnn2C2CCCCC2)cc1 | -4.0% | /
CC(C)c1ccc(NC(=O)NN2CCOCC2)cc1 | 11% | -13
C=CCNc1nc(NCCN2CCOCC2)nc(N2CCOCC2)n1 | -3.4% | /
O=C(Nc1ccccc1)C1CCCN1C(=O)NCc1ccccc1 (stereo unspecified) | -0.8% | -3
Cc1nn(CC(=O)Nc2ccncc2)c(C)c1[N+](=O)[O-] | 6.0% | 3
CCOC(=O)C1(CCc2ccccc2)CCN(C(=O)CN2C(=O)CSC2=O)CC1 | 4.2% | -2
Cc1ccccc1Oc1nc2c(C)cccn2c(=O)c1/C=C(\C#N)C(=O)Nc1c(C)n(C)n(-c2ccccc2)c1=O | -0.3% | -5
CCCC(=O)Nc1ccc(Oc2ccc(NC(=O)CCC)cc2)cc1 | 5.6% | /
O=C(CN(Cc1ccccc1)S(=O)(=O)c1ccc2c(c1)OCCO2)Nc1ccc2c(c1)OCCO2 | -2.9%&5.2% | 2
COc1ccc(-n2c(=S)[nH]c3cc(C(=O)Nc4cccc(C)c4)ccc3c2=O)cc1 | 3.6% | /
CCSc1nc2ccccc2n1C(=O)c1ccc(S(=O)(=O)N2CCCCCC2)cc1 | -2.8% | -5
Cn1c(NN)nc2sc3c(c2c1=O)CC(C)(C)OC3 | 1.3% | /
CCOC(=O)c1nc(Nc2ccccc2C)c2ccccc2n1 | -4.7% | 2
Cc1cc(C)n(Cc2ccc(C(=O)O)o2)n1 | -5.4% | /
C=CCc1c(C)nc(SC(C)C)[nH]c1=O | 6.0% | /
O=C(CCc1nc(-c2ccccc2F)no1)NCCN1CCOCC1 | 6.0% | 62
CN1CCN(CCC(=O)OC2CC3CCC(C2)N3C)CC1 (stereo unspecified) | 0.0% | /
Oc1ccc(Nc2nc3ccccc3nc2Nc2ccc(O)cc2)cc1 | 3.9% | -5
Cc1ccc(C2CC(=O)C(C=NCCN3CCN(C(=S)Nc4ccc(F)cc4)CC3)=C(O)C2)cc1 (stereo unspecified) | 1.3% | -10
Cc1ccc(NC(=O)c2ccc(F)cc2)nc1 | 2.4% | -7
Cc1ccc(P(=S)(c2ccc(C)o2)N2CCOCC2)o1 | 2.5% | /
N=c1n(CC(=O)c2ccc([N+](=O)[O-])cc2)c2ccccc2n1Cc1ccccc1 | -7.8% | 1
CCc1cc(=O)oc2cc3oc(C)c(C)c3cc12 | 4.0% | /
O=C(Nc1ccc(Cl)c(Cl)c1)N(CCCN1CCOCC1)Cc1cccnc1 | -2.0% | 15
Clc1ccc(CON/C=N/c2ncnc3sccc23)c(Cl)c1 | 2.3% | /
O=C(CSc1ncccn1)N1CCN(Cc2ccccc2)CC1 | 1.6% | /
FC(F)(F)c1ccc(CSc2nccn2-c2ccccc2)cc1 | 1.6% | 15
COC(=O)c1ccccc1NC(=O)CSc1nnc(C(CO)NC(=O)c2ccccc2Cl)n1C (stereo unspecified) | 1.0% | /
CCOc1ccc2nc(NC(=O)C(NS(=O)(=O)c3cccc4nsnc34)C(C)C)sc2c1 (stereo unspecified) | 5.4% | 2
c1ccc(-c2csc3nnc(SCc4ccc5c(c4)OCO5)n23)cc1 | 0.2% | -8
C=CCSc1nnc2n(-c3ccccc3OC)c(=O)c3c4c(sc3n12)CCC4 | 4.0% | /
O=C(NCc1ccccc1)NC1CCS(=O)(=O)C1 (stereo unspecified) | -3.3% | 33
O=C(O)/C=C\C(=O)Nc1ccc(N2CCN(c3cccc(Cl)c3)CC2)cc1 | -1.4% | /
COc1cc(NC(=O)Cn2cnc3ccccc3c2=O)c(OC)cc1Cl | 1.3% | -5
Cc1ccc(Cn2c(=O)sc3ccccc3c2=O)cc1 | -0.5% | -10
CC1CCc2cc(F)ccc2N1C(=O)CCl (stereo unspecified) | 1.4% | -8
O=C(COC(=O)Cc1ccccc1F)Nc1ccc(F)cc1F | -3.4% | /
CCN(CC)c1ccc(-c2nc3cnccc3n2C)cc1 | 2.2% | 17
O=C(COc1ccccc1)Nc1cccc(-c2nc3cc4ccccc4cc3[nH]2)c1 | 0.8% | /
Cc1ccc(Cl)cc1N1CCN(Cc2nnnn2Cc2ccco2)CC1 | / | 4
CCOC(=O)N1CCN(C(=S)NC(=O)c2c(-c3c(Cl)cccc3Cl)noc2C)CC1 | -1.2% | -8
O=C(c1cnn2c(C(F)(F)F)cc(-c3cccs3)nc12)N1CCCC1 | -1.2% | 9

Some of the compounds tested (hit frequency here may not be typical).
